Screens from PubChem BioAssay.
PolyA inh = inhibitors of polyadenylation in S. cerevisiae | AID 1875 | 300,000 tested, 0.02% active | S. cerevisiae SKY197-pL101 polyadenylation reporter, beta-gal luminescence; efflux-impaired pdr1/pdr3 knockout yeast; score 100 = 6 SD above DMSO | calls only at 12 µM;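 active = lowest replicate activity score at least 50, where 100 means six control SD above control mean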;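 also: yeast exposed to compound for 9 h at 30 °C; higher score means more reporter readthrough which indicates perturbed polyadenylation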
TRPC4 agonist = opens the mouse TRPC4 cation channel; HEK293 TRPC4beta/mu-opioid, Fluo4 calcium fluorescence; hits give high values; B-score at 10 µM; 310,000 tested, 0.49% active;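 active = B-score above 5 SD of library B-scores, and initial fluorescence ratio not above library mean plus 5 SD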;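 also: positive B-score marks a calcium rise read as TRPC4 activation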
Target sequence (Q9QUQ5 whole entry, looked up): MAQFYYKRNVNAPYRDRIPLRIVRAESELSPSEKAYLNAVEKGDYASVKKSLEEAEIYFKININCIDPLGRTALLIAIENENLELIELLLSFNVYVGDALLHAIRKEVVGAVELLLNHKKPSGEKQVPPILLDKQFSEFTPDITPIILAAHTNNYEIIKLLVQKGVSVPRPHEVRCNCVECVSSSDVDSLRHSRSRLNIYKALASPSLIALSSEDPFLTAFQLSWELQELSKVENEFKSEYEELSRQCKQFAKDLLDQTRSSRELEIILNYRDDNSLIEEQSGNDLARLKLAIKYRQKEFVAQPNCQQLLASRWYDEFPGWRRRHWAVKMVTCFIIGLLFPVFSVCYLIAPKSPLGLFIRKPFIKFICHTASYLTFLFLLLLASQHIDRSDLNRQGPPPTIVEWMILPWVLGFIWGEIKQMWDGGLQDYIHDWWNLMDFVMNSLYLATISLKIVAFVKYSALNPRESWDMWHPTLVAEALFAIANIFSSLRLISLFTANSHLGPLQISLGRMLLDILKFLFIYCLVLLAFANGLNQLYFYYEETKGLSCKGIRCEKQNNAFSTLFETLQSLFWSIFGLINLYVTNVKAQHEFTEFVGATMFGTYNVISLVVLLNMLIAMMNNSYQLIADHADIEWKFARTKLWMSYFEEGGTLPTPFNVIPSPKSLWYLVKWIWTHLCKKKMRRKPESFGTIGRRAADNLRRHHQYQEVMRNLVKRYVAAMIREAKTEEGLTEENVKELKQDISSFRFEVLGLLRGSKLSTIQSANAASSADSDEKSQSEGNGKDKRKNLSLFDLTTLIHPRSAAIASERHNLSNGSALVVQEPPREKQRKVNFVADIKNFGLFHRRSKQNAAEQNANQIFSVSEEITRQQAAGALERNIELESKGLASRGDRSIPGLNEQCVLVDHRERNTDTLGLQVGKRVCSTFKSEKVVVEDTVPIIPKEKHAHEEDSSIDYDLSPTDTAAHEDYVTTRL
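Assay system: HEK293 stable line with TRPC4beta plus mu-opioid receptor. Times: dye 45 min RT, read 110 s. Measured by: kinetic Fluo4 calcium fluorescence. Measure: B score of integrated ratio. Controls: assay buffer as low control, maximal DAMGO as high control.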
MrgX1 ag = agonists of human MrgX1 receptor; Q96LB2; MrgX1-HEK293 cells, Fluo-4 calcium fluorescence, agonist mode; hits give high values; B-score at 10 µM; 310,000 tested, 0.44% active; AID 588627;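 active = calcium response B-score plate-corrected fluorescence ratio at least 3 library SD, with starting fluorescence B-score inside 5 SD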
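Assay system: stable human MrgX1 HEK293 cell line. Quantity: 15,000 cells per well. Schedule: cells plated overnight, dye loaded 0.5 h 37 °C, 0.5 h room temperature. Detection: Fluo-4 NW calcium-flux fluorescence, kinetic read. Read-out basis: peak-minus-minimum fluorescence over baseline, converted to B scores. Control set: positive and negative control wells on each plate.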
AI-2 QS mod = modulates the Vibrio harveyi AI-2 quorum sensing system | activity change, % at 7.5 µM | Vibrio harveyi JMH597 AI-2 luminescence/OD600 ratio, 9 h; hits give low values; strain lacks LuxN and CqsS sensors; 0 = neutral-control median | 300,000 tested, 0.4% active; in the data active = activity change below about -75%, passing the limit was not always enough;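 also: luminescence divided by OD600 gain over 9 h not by final OD600 alone; inactives centre near 13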
HIF activator = HIF pathway transcriptional activation. U2OS HRE-luciferase reporter, luminescence; normalized: DMSO 0%, desferrioxamine 100%. activation, % at 7.5 µM (by protocol). 300,000 tested, 0.32% active. AID 1910;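 active = mean activation of at least 10% of the iron chelator positive control signal, with at least half of replicates also reaching 10%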
TRPC4 PAM = allosterically enhances the mouse TRPC4 cation channel | AID 2227 | B-score at 10 µM | HEK293 TRPC4beta/mu-opioid, DAMGO EC20, Fluo-4 Ca2+ flux; hits give high values | 310,000 tested, 0.42% active | Q9QUQ5;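 active = B-score of calcium response area above 5 SD of library B-scores, with initial fluorescence ratio within 5 SD of library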;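 also: B-score of integrated fluorescence ratio over time as area under calcium response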
TRPC4 inh = inhibitors of mouse TRPC4 channel; HEK293 TRPC4beta/mu-opioid, DAMGO-evoked Fluo4 calcium flux; hits give low values; B-score at 10 µM; 300,000 tested, 0.39% active; Q9QUQ5; AID 2247;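 active = B-score over 3 SD under the library average, no early fluorescence shift, positive overall ratio signal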
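System: stable TRPC4beta/mu-opioid receptor HEK293 cells; Dosing: single-point compound dosing; Measured by: Fluo4 Ca2+ flux fluorescence; Read-out basis: per-well B score of integrated baseline-normalized Fluo4 ratio.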
MrgX1 antag = blocks BAM8-22 activation of human MrgX1 receptor. Q96LB2. MRGX1-HEK293 calcium flux, Fluo-4, BAM8-22 antagonism; hits give low values. B-score at 10 µM. 310,000 tested, 1.3% active;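 active = calcium-response B-score plate-corrected more than 3 library SD below zero, starting fluorescence within 5 deviations, no agonist response on first addition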;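 also: peak minus trough fluorescence over baseline after final BAM8-22 challenge near maximal dose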
TRPC6 inhibitor = inhibitors of mouse TRPC6 channel. AID 2553. B-score at 10 µM. 310,000 tested, 1.1% active. HEK293-TRPC6, membrane potential dye, ACh-evoked depolarization; hits give low values;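 active = B-score under library mean minus 3 SD, initial fluorescence not abnormally high, positive integrated signal ratio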;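 also: B-score derived from integrated fluorescence ratio over the kinetic read; more negative B-score means stronger inhibition of depolarization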
MrgX1 PAM = human MrgX1 positive allosteric modulation, primary screen | Q96LB2 | MrgX1-HEK293, Fluo-4 calcium flux, FDSS; hits give high values | AID 588675 | 310,000 tested, 0.63% active | B-score at 10 µM;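 active = plate-corrected calcium response at least 3 library SD above typical, normal starting fluorescence, not activating the receptor alone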;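 also: compound read alongside a low EC10 to EC30 dose of BAM8-22 agonist; peak minus trough fluorescence over baseline measured at the second addition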
TRPC6 act = activates the mouse TRPC6 cation channel. Q61143. HEK293-TRPC6 membrane potential dye fluorescence; hits give high values. B-score at 10 µM. 310,000 tested, 0.13% active. AID 2550;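 active = B-score of the integrated fluorescence ratio above library mean plus 3 SD, and starting fluorescence ratio within library mean plus 5 SD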;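 also: higher score means more depolarization so channel activation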
An asterisk follows results filed as active; i = inactive; . = no result given.

No.	Structure	PolyA inh	TRPC4 agonist	MrgX1 ag	AI-2 QS mod	HIF activator	TRPC4 PAM	TRPC4 inh	MrgX1 antag	TRPC6 inhibitor	MrgX1 PAM	TRPC6 act
1	COc1ccc(-c2nc(NC(=O)c3ccc(OCC(=O)N4CCOCC4)c(OC)c3)sc2C)cc1	i	i	i	33	-0.4	i	i	i	i	i	i
2	CCn1c(=O)n(CC(=O)N(C)Cc2ccccc2)c(=O)c2ccccc21	i	i	i	32	0.1	i	i	i	i	i	i
3	O=S(=O)(c1cccc(COc2c(Cl)cccc2Cl)c1)N1CCOCC1	i	i	i	1	0.6	i	i	i	i	i	i
4	O=C(CSc1nc2ccccc2[nH]1)Nc1nc(-c2cccc(Br)c2)cs1	i	i	i	22	0.7	i	i	i	i	i	i
5	COCCN1C(=O)c2oc3cc(C)c(C)cc3c(=O)c2C1c1ccc(O)cc1 (stereo not drawn)	i	i	i	13	-0.9	i	i	i	i	i	i
6	N#Cc1c(NC(=O)c2nc3ncccn3n2)sc2c1CCCCC2	.	i	i	12	.	i	i	i	i	i	i
7	O=C(COc1ccccc1Cl)Nc1cc(NC(=O)COc2ccccc2Cl)cc(C(=O)O)c1	i	i	i	-12	-0.8	i	i	i	i	i	i
8	Cc1ccccc1-n1nnnc1SCc1ncc(-c2ccccc2)o1	i	i	i	-28	0.0	i	i	i	i	i	i
9	O=C(CSc1ccc2nnc(-c3ccccn3)n2n1)Nc1ccc(F)cc1	i	i	i	18	0.0	i	i	i	i	i	i
10	CN(Cc1ccccc1)Cc1c(F)cccc1F	i	i	i	20	-0.1	i	i	i	i	i	i
11	CCCCCCCCn1c2c(c(=N)c3ccccc31)CCC2	i	i	.	15	-1.3	i	i	.	i	.	i
12	Cc1nc2ccc(NC(=O)c3nn(CC(C)C)c(=O)c4ccccc34)cc2s1	i	i	i	8	1.0	i	i	i	i	i	i
13	O=C1CC(c2ccc(S(=O)(=O)Nc3cc(C(F)(F)F)cc(C(F)(F)F)c3)cc2)CN1 (stereo not drawn)	i	i	i	3	0.0	i	i	i	i	i	i
14	O=C(Nc1ccc(C2CCCCC2)cc1)C1CCN(c2ncccn2)CC1	i	i	i	14	-0.4	i	i	i	i	i	i
15	Cc1nc(Cl)c(C(=O)NC(=O)Nc2cccc(C(F)(F)F)c2)c(C)c1[N+](=O)[O-]	i	i	i	8	-1.3	i	i	i	i	i	i
16	CSCCC(NC(=O)C1CCC(C)CC1)C(=O)Nc1ccc(NC(C)=O)cc1 (stereo not drawn)	i	i	i	16	-0.1	i	i	i	i	i	i
17	CCOC(=O)C1CCN(C(=O)CCNS(=O)(=O)c2ccc3c(c2)CCN3C(=O)CC)CC1	i	i	i	17	0.4	i	i	i	i	i	i
18	Cc1ccc(S(=O)(=O)CCC(=O)OCC(=O)c2c(C)[nH]c3ccccc23)cc1	i	i	i	9	-0.3	i	i	i	i	i	i
19	Cc1cc(NS(=O)(=O)c2ccc(NC(=O)COc3ccccc3Cl)cc2)no1	i	i	i	-23	0.4	i	i	i	i	i	i
20	COc1ccc(-c2nc(C)sc2CC(=O)O)cc1OC	i	i	i	6	0.8	i	i	i	i	i	i
21	CC(C)(C)NC(=O)C(c1ccncc1)N(C(=O)c1csnn1)c1cccc2ccccc12 (stereo not drawn)	i	i	i	18	2.4	i	i	i	i	i	i
22	COc1ccc(CNS(=O)(=O)NCc2ccccc2)cc1	i	i	i	18	0.0	i	i	i	i	i	i
23	Cc1ccc2c(c1)NC(=O)C(CC(=O)O)O2 (stereo not drawn)	i	i	i	37	0.1	i	i	i	i	8.1*	i
24	COC(=O)c1cc2sc(Cl)cc2n1CC(=O)N1CCCc2ccccc21	i	i	i	15	.	i	i	i	i	i	i
25	O=C1/C(=C\c2ccccn2)SC(=S)N1c1ccc(S(=O)(=O)Nc2nccs2)cc1	i	i	i	-11	-0.1	i	i	i	i	i	i
26	Cc1ccccc1N=Cc1cc2c(cc1[N+](=O)[O-])OCO2	i	i	i	26	-0.3	i	i	i	i	i	i
27	CCCCC1=CC2=C(c3ccco3)C(=O)C(C)(OC(=O)c3ccc(OC)cc3)C(=O)C2=CN1CCc1ccccn1 (stereo not drawn)	i	i	i	11	1.5	i	i	i	i	i	i
28	Cc1cccc(N2C(=O)c3cccc(Oc4ccc(Cl)cc4)c3C2=O)c1	i	i	i	1	-0.3	i	i	i	i	i	i
29	CCn1cc(Br)c(C(=O)Nc2nccs2)n1	.	i	i	14	0.8	i	i	i	i	i	i
30	Cc1cc(C)nc(NCc2ccc(Cl)cc2)n1	i	i	i	7	-0.3	i	i	i	i	i	i
31	COc1c(F)c(F)c(C(=O)O)c(Nc2ccc(C)cc2)c1F	i	i	i	19	0.2	i	i	i	i	i	i
32	O=C(C1=C(O)C(=O)N(CCN2CCOCC2)C1c1ccc([N+](=O)[O-])cc1)c1cc2ccccc2o1 (stereo not drawn)	i	i	i	3	-0.3	i	i	i	i	i	i
33	CN(c1ccc(C(=O)N2CCN(Cc3ccc4c(c3)OCO4)CC2)cc1)S(C)(=O)=O	i	i	i	7	-0.2	i	i	i	i	i	i
34	Cc1c(NC(=O)c2ccc3ncccc3c2)c(=O)n(-c2ccccc2)n1C	i	i	i	12	-0.2	i	i	i	i	i	i
35	CC(C)C(=O)N1CCN(c2nc(-c3ccccc3)c3c(c2C#N)CCCC3)CC1	i	i	i	-5	0.0	14*	i	i	i	i	i
36	O=C1CC(c2ccccc2)CC(O)=C1C=NC1CCCCCC1 (stereo not drawn)	i	i	i	9	.	i	i	i	i	i	i
37	Nc1c(C(=O)c2ccc(Cl)cc2)sc2nsc(SCCN3CCOCC3)c12	i	i	39*	-16	-27	i	i	i	i	i	i
38	COc1ccccc1N=c1oc2cc(O)ccc2cc1C(N)=O	i	i	i	25	-0.2	i	i	i	i	i	i
39	Cc1cc(=O)n2c3ccccc3n(CC(O)CN3CCN(CCO)CC3)c2c1C#N (stereo not drawn)	i	i	i	-3	-0.3	i	i	i	i	i	i
40	O=C(c1ccc(-c2ccccc2)cc1)N1CCCC1	i	i	i	7	0.0	i	i	i	i	i	i
41	COc1ccc(/C=N/NC(=O)Cn2nc([N+](=O)[O-])cc2C)c(OC)c1OC	i	i	i	11	0.4	i	i	i	i	i	i
42	CSc1nncn1/N=C/c1cc(Cl)ccc1F	i	i	i	18	-0.2	i	i	i	i	i	i
43	CCc1ccc(C(C(=O)NC2CCCCC2)N(C(=O)c2csnn2)C2CC2)cc1 (stereo not drawn)	i	i	i	18	-11	i	i	i	i	i	i
44	Cc1cc(Cl)cc(Br)c1OCCCCn1cncn1	i	i	i	31	-0.8	i	i	i	i	6.9*	i
45	O=C(/C=C\c1ccc2c(c1)OCO2)Nc1nnc(SCC(=O)OCc2ccccc2)s1	i	i	i	23	-0.8	i	i	i	i	i	i
46	COc1ccccc1C(=O)Nn1cnc2ccccc2c1=O	i	i	i	3	1.7	i	i	i	i	i	i
47	COCCN(C(=S)Nc1cccc(C)c1C)C(C)c1ccco1 (stereo not drawn)	i	i	i	10	-0.1	i	i	i	i	i	i
48	Cc1[nH]c(=S)[nH]c(=O)c1CCCO	i	i	i	-1	-0.5	i	i	i	i	i	i
49	O=C(c1ccccc1)N1CCN(C(=S)NCc2ccco2)CC1	i	i	i	31	0.7	i	i	i	i	i	i
50	Fc1ccc(CN2CCN(C(c3ccccc3)c3ccccc3)CC2)cc1	i	i	i	22	-14	i	i	i	i	i	i
51	COc1ccc(/C=N/Nc2nc(C)cc(=O)[nH]2)cc1OC	i	i	i	19	-1.2	i	i	i	i	i	i
52	Cc1ccc(S(=O)(=O)N2CCOCC2)cc1C(=O)N1CCN(S(=O)(=O)c2cccs2)CC1	i	i	i	21	-0.5	i	i	i	i	i	i
53	O=C(N=C1SCC(=O)N1c1ccccc1Cl)c1ccco1	i	i	i	13	3.1	i	i	i	i	i	i
54	O=C(O)CN1C(=O)C(=O)N(Cc2ccc(Cl)c(Cl)c2)C1=O	i	i	i	13	-0.3	i	i	i	i	i	i
55	COc1ccc(S(=O)(=O)NC2CCCCCC2)c(OC)c1	i	i	i	12	-0.1	i	i	i	i	i	i
56	Cc1ccc(C)c(Cn2nnc3c(=O)[nH]c(C4CCCN(C(=O)C5CCC5)C4)nc32)c1 (stereo not drawn)	i	i	i	8	0.0	i	.	i	i	i	i
57	CC(=O)Nc1ccc(S(=O)(=O)NCC2CCC(C(=O)NCCCOC(C)C)CC2)cc1 (stereo not drawn)	i	i	i	32	0.7	i	i	i	i	i	i
58	COc1nc(-c2ccccc2)ccc1-c1noc(-c2ccccc2)n1	i	i	i	20	1.0	i	i	i	i	i	i
59	Cc1cc(C(F)F)n2nc(C(=O)NCc3ccccc3F)nc2n1	i	i	i	20	-0.5	i	i	i	i	i	i
60	CC1=C(C)NC(=S)SC1	i	i	i	9	0.1	i	i	i	i	i	i
61	Cc1noc(C)c1COC(=O)CNC(=O)c1ccc(Cl)cc1	i	i	i	36	-0.3	i	i	i	i	i	i
62	O=S1(=O)CCC(NC(=S)NC2CCS(=O)(=O)C2)C1 (stereo not drawn)	i	i	i	12	-0.4	i	i	i	i	i	i

Only part of the results is shown (hit frequency here may not be typical).
